S3 lipid droplet = qHTS Assay for Lipid Storage Modulators in Drosophila S3 Cells. Drosophila S3 cells, BODIPY lipid droplet fluorescence, 18-24 h; cells fed with added oleic acid. lipid storage change, negative = inhibition, % at the top dose, mostly 46.1 µM; hits show Potency in µM. hit rate 0.64% among 320,000; active = well fitted inhibition curve with a large enough effect in the signal ratio, with a control signal flat, not every such curve was filed as active; inconclusive = small, poorly fitted or top-dose-only effect, or effect the other way, or a change in a side signal; the % refers to the signal ratio
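Drosophila S3 cells loaded with oleic acid (400 uM, as added) and compounds at several concentrations; lipid droplets imaged by 488-nm laser-scanning cytometry, 500–530 nm intensity and object ratio to cell channel. Percent activity normalized to 20 uM Triacsin C.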
S3 lipid droplet cell count max = recorded beside S3 lipid droplet, whose call it bears; cell number change, %; measured here: cell count max response;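 cells counted by Cell Tracker Red CMTPX staining in the red channel; peak over a dose series mostly up to 46.1 µM; percent activity relative to internal control wells on each plate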
An asterisk follows results filed as active; i = inactive; ? = inconclusive; nt = not tested or not shown; [ ] = another dose, or the depositor's remark. % is scaled to controls: 0 for no effect and ±100 for the full control effect; potency is read from the fitted curve at half-maximal effect.

SMILES	S3 lipid droplet	S3 lipid droplet cell count max
COc1ccc(C(=O)NC2CCN(S(=O)(=O)Cc3ccccc3)CC2)c(OC)c1	?	nt
CCOc1ccc(CCNC(=O)CN2C(=O)NC3(CCCCC3C)C2=O)cc1OCC (stereo not given)	?	nt
O=C(CSc1nc2ccccc2nc1SCC(=O)N1CCCCC1)N1CCCCC1	?	nt
COc1ccc(NC(=O)CCOc2ccc(C)cc2)cc1S(=O)(=O)N1CCCCC1	?	nt
O=C1c2ccccc2C(=O)N1CCCc1cn(C[C@H]2CC[C@@H]([C@@H]3CC[C@H](Cn4cc(CCCN5C(=O)c6ccccc6C5=O)nn4)O3)O2)nn1	?	nt
Cc1cc(Nc2ccc(C)c(Cl)c2)nc(N2CCOCC2)n1	-10.5%	-7.5
O=C(Nc1cccnc1)c1ccc(COc2cc(Cl)ccc2Cl)o1	-10.5%	-7.2
Cc1ccccc1NC(=O)Cc1nc(-c2ccc3ccccc3c2)cs1	-18.6%	nt
O=C(C[n+]1ccc(C(=O)N/N=C/c2ccc(Br)cc2)cc1)c1ccccc1	?	nt
O=C(O)c1cc2nc(-c3cccs3)cc(C(F)(F)F)n2n1	?	nt
N#CCCN(C(=O)COC(=O)C1=NNC(=O)CC1)c1ccccc1	?	nt
CCN(CC)C1CCN(C(=O)c2ccc3nc(Cc4ccc(OC)cc4)oc3c2)C1 (stereo not given)	?	nt
COc1ccc(N2CC(O)(c3ccc(C)cc3)[N+]3=C2CCCC3)cc1 (stereo not given)	-10.3%	-1.8
CC(=O)Nc1ccc(/C=C2\CCc3ccccc3C2=O)cc1	?	nt
COc1cc(-c2nnc(SCC(=O)NC3CCCC3)n2C)cc(OC)c1O	i	-2.6
C=CCc1cccc(C=Nc2cc(Br)ccc2O)c1O	?	nt
CC(C)OCCCNC(=S)Nc1ccc2nc3n(c(=O)c2c1)CCCCC3	?	nt
CCOC(=O)N1CCN(C(=O)C2CCN(S(C)(=O)=O)CC2)CC1	-9.0%	-6.9
CC(OC(=O)c1cn(-c2ccccc2)nc1-c1cccnc1)C(N)=O (stereo not given)	0.1%	nt
COC(=O)c1c(SCc2ccc(C#N)cc2)nc(=O)[nH]c1C	11.0%[9.22 µM]	16.1
CCN(CC)C(=O)Cn1cc(S(=O)(=O)Cc2cccc([N+](=O)[O-])c2)c2ccccc21	1.5%	0.3
COc1ccc(CCNC(=O)CSc2nc3ccsc3c(=O)n2CC2CCC(C(=O)O)CC2)cc1OC (stereo not given)	?	nt
O=C(Cc1cccs1)N1CCC(c2nc3c(nnn3Cc3ccccc3)c(=O)[nH]2)CC1	?	nt
O=C(CCSc1ccccc1)Nc1nccs1	?	nt
CCOC(=O)C1CCN(c2nc3ccccc3n2CC(=O)c2ccccc2)CC1	-6.9%	-13.5

Further structures:
SMILES	S3 lipid droplet	S3 lipid droplet cell count max
O=C(Nc1nc2ccccc2n1CCN1CCCC1)c1ccc(Cl)cc1	15.8%	-6.3
CCC(=O)NNc1ncnc2c1cnn2-c1ccccc1	1.7%	nt
COc1ccc(C(=O)c2sc(Nc3cccc(OC)c3)c(C(=O)Nc3cccc(C)c3C)c2N)cc1	?	nt
COc1ccc2[nH]c(=O)c(CN(CCc3ccccc3)Cc3nnnn3CC3CCCO3)cc2c1 (stereo not given)	28.5%	-12.8
CCC1CCCCN1C(=O)COC(=O)CN(C)S(=O)(=O)c1ccc(NC(C)=O)cc1 (stereo not given)	?	nt
CC(=O)NC1C(=O)N(Cc2ccccc2)c2ccc(Br)cc21 (stereo not given)	24.5%	7.2
COC(=O)C(Cc1ccccc1)OS(N)(=O)=O (stereo not given)	?	nt
Cc1cccc(NC(=O)C(C)SCc2ccccc2)c1 (stereo not given)	i	-2.5
CCCCn1c(N)c(N(CC)C(=O)c2ccc([N+](=O)[O-])c(C)c2)c(=O)[nH]c1=O	i	6.4
COc1cc(OC)c(C(=O)OCC(=O)N(Cc2ccccc2)C(C)(C)C)cc1OC	i	15.0
CCN(c1ccccc1)S(=O)(=O)c1ccc2c(c1)N(C(C)=O)CCS2	?	nt
CN1C(=O)[C@H]2[C@@H](/C=C/c3ccccc3)N3C(=O)CN(Cc4ccc(-c5ccccc5)cc4)C(=O)[C@@]3(Cc3ccccc3)[C@H]2C1=O	-14.6%	18.6
Cc1ccc(CNC(=O)CN2CCN(Cc3ccc(C)cc3)C2=O)cc1	?	nt
C=CCn1c(COc2ccc(F)cc2)nnc1SCC(=O)NC1CCS(=O)(=O)C1 (stereo not given)	?	nt
N#C/C(=C\c1ccc2c(c1)OCO2)C(N)=S	3.3%	7.5
O=C(COC(=O)c1cccc(Br)c1)NCCc1ccc(F)cc1	?	nt
CCOC(=O)CSc1cc(CS(=O)(=O)c2ccccc2)nc(-c2ccccc2)n1	?	nt
COc1ccc(CNC(=O)CN(C(=O)CCC(=O)Nc2ccccn2)c2cc(C)ccc2C)cc1	?	nt
Cc1ccc(/C=C2/SC(=S)N(CC(=O)Nc3ncc(Cc4ccc(C)cc4)s3)C2=O)cc1	?	nt
CCOc1ccc(C(=O)NCC(=O)OCC(=O)N2CCCC2)cc1	?	nt
CCCCNC(=S)NNC(=O)c1cc(C)on1	?	nt
COC(=O)/C(C#N)=C1/SC=C(C)N1c1ccccc1	i	nt
OCCN(CCO)CC(O)COCCC12CC3CC(CC(C3)C1)C2 (stereo not given)	?	nt
CCOC(=O)N1CCN(Cc2nc(-c3cccc(C)c3)no2)CC1	i	nt
CSc1n[nH]c(-c2ccc(C(F)(F)F)cc2)n1	11.4%	-7.6

Retrieved by structure from the list above:
SMILES	S3 lipid droplet	S3 lipid droplet cell count max
O=C(Nc1nc2ccccc2n1CCN1CCCC1)c1ccc(Cl)cc1	15.8%	-6.3
CCOC(=O)N1CCN(Cc2nc(-c3cccc(C)c3)no2)CC1	i	nt
CCCCNC(=S)NNC(=O)c1cc(C)on1	?	nt
CCC1CCCCN1C(=O)COC(=O)CN(C)S(=O)(=O)c1ccc(NC(C)=O)cc1 (stereo not given)	?	nt
N#C/C(=C\c1ccc2c(c1)OCO2)C(N)=S	3.3%	7.5
COc1ccc2[nH]c(=O)c(CN(CCc3ccccc3)Cc3nnnn3CC3CCCO3)cc2c1 (stereo not given)	28.5%	-12.8

Structures listed so far containing a COOH group, in the order listed:
SMILES	S3 lipid droplet	S3 lipid droplet cell count max
O=C(O)c1cc2nc(-c3cccs3)cc(C(F)(F)F)n2n1	?	nt
COc1ccc(CCNC(=O)CSc2nc3ccsc3c(=O)n2CC2CCC(C(=O)O)CC2)cc1OC (stereo not given)	?	nt

Continued.
SMILES	S3 lipid droplet	S3 lipid droplet cell count max
NNc1nc2c(-c3ccc(Cl)cc3)nnn2c2ccccc12	-7.3%	22.2
CCCCC(=O)NC(c1ccc(N(CC)CC)cc1)c1ccc2cccnc2c1O (stereo not given)	?	nt
O=C(COC(=O)c1ccccc1OCc1ccccc1Cl)NC1CC1	?	nt
CN(C)Cc1c(C(=O)N/N=C/c2ccc(OCc3ccc(F)cc3)cc2)nnn1-c1nonc1N	19.8%	-5.6
COc1ccc(OCc2n[nH]c(=S)n2Cc2ccco2)cc1	12.7%	18.7
CN(CC(=O)NCC1CCCO1)S(=O)(=O)c1ccc(Br)cc1 (stereo not given)	?	nt
O=C1NC(=Nc2ccc(Cl)cc2)SC1Cc1cccc(Cl)c1Cl (stereo not given)	?	nt
Cc1ccccc1CS(=O)(=O)Cc1ccc(C(=O)N2CCOCC2)o1	?	nt
CC(=O)C1=C(c2ccccc2)N(C(C)=O)n2c(C)nnc2S1	?	nt
CC(=O)N1CCc2cc(C(=O)CN3CCN(c4cccc(Cl)c4)CC3)ccc21	-8.0%[9.22 µM]	0.1
C/C(=N\Nc1cc(C)nc(-c2ccccc2)n1)c1cccc([N+](=O)[O-])c1	?	nt
CCC(C)NC(=O)c1c(-c2cc(Cl)c(OC)c(Cl)c2)noc1C (stereo not given)	?	nt
O=C(Nc1ccc2c(c1)CCC2)C1COc2ccccc2O1 (stereo not given)	i	nt
CC(C)Cc1cc(CN2CCC(CO)(Cc3cccc(C(F)(F)F)c3)CC2)[nH]n1	1.8%	1.2
Cc1ccc(-c2[nH]nc3c2C(c2ccc(OC(=O)N4CCOCC4)cc2)C(C#N)=C(N)O3)cc1 (stereo not given)	?	nt
O=[N+]([O-])c1ccc(F)cc1Oc1nc(-c2cccnc2)nc2ccccc12	7.5%	-15.6
CC1CN(C(=O)COC(=O)c2cc(=O)c3ccccc3o2)CC(C)O1 (stereo not given)	?	nt
O=C(Nc1ccn(Cc2ccccc2)n1)c1ccc(F)cc1	?	nt
COc1ccccc1NC(=O)CSc1nnc(COc2ccccc2C)o1	?	nt
Cc1ccc(C(C)NC(=O)C2CCCC2)cc1C (stereo not given)	?	nt
CC[C@@H](Nc1ncnc2c1oc1ccccc12)C(=O)O	-2.8%	7.5
COc1cc(OC)cc(-c2c(-c3ccc(F)cc3)c3cc(-c4ccc5cc[nH]c5c4)ccc3n2C)c1	?	nt
Cc1cc(C)n(-c2ccc(C(=O)N3CC(C)OC(C)C3)cc2)n1 (stereo not given)	11.1%	-12.3
COc1cccc(C(=O)Nc2ccccc2NC(=O)c2cccc(OC)c2)c1	?	nt
COc1ccc(OC)c(-c2nnc3n2N=C(c2ccc(OC)c(OC)c2)CS3)c1	15.2%	26.9

Record cards (already shown).
O=[N+]([O-])c1ccc(F)cc1Oc1nc(-c2cccnc2)nc2ccccc12 reads S3 lipid droplet: 7.5%; S3 lipid droplet cell count max: -15.6
CC[C@@H](Nc1ncnc2c1oc1ccccc12)C(=O)O reads S3 lipid droplet: -2.8%; S3 lipid droplet cell count max: 7.5

(listing goes on)
SMILES	S3 lipid droplet	S3 lipid droplet cell count max
Cc1[nH]nc2c1C(c1ccsc1)C1=C(CC(C)(C)CC1=O)N2 (stereo not given)	?	nt
COc1ccccc1N(CC(=O)NCc1ccc2c(c1)OCO2)C(=O)CCC(=O)Nc1nccs1	-22.0%	16.5
O=S(=O)(c1ccc2ccccc2c1)N(CC(O)CN1CCOCC1)c1ccccc1 (stereo not given)	3.7%	18.5
COc1ccc(/C=C/C(=O)Nc2ccc(C34CC5CC(CC(O)(C5)C3)C4)cc2)cc1OC	-9.7%	-19.5
CCN(CC)C(=S)Nc1c(C)n(C)n(-c2ccccc2)c1=O	-0.1%	-19.6
CCN1CCN(CCC(=O)Nc2cc(OC)cc(OC)c2)CC1	?	nt
CCOc1ccc(C(C)=O)cc1Cn1nc(C(=O)O)c2ccccc2c1=O	2.1%	-24.9
COc1ccccc1NC(=O)Cn1nnc2sc3c(c2c1=O)CC(C)(C)OC3	-8.0%	7.3
O=C(CCCN=C1NS(=O)(=O)c2ccccc21)OCc1ccccc1	?	nt
Cc1ccc(CNS(=O)(=O)c2ccc(F)c(F)c2)n1C	?	nt
Cc1c(Br)c([N+](=O)[O-])nn1C(C)C(=O)NCc1ccco1 (stereo not given)	1.5%	-0.6
Cc1ccc(S(=O)(=O)N2CCCC2C(=O)O)s1 (stereo not given)	?	nt
CC(C)CCOc1ccc(C(=O)CCNC(C)C(=O)O)cc1 (stereo not given)	1.3%	nt
O=C(NCc1ccccc1)C(c1ccccc1)N(C(=O)c1csnn1)c1ccc(F)cc1 (stereo not given)	?	nt
CC(C)(C)C1CCc2onc(C(=O)O)c2C1 (stereo not given)	-8.9%	-1.4
COc1cc(C2CC(=O)NC3=C2C(=O)CC(C)(C)C3)cc(OC)c1O (stereo not given)	-17.2%	-20.1
Cn1c(CCNS(=O)(=O)c2ccc(F)cc2)nnc1SCc1cccnc1	i	-0.8
CC(=O)N1N=C(c2ccccc2)OC1c1ccc([N+](=O)[O-])s1 (stereo not given)	?	nt
CC(NS(=O)(=O)c1cccc(Cl)c1)C(=O)Nc1ccc(-c2nc3ccccc3s2)cc1 (stereo not given)	?	nt
Cc1ccc(C)c(N2CCN(c3nnnn3-c3ccccc3)CC2)c1	?	nt
O=C(Cn1c(C(F)(F)F)nc2ccccc21)N1CCCC1	?	nt
O=C(COC(=O)c1ccccc1[N+](=O)[O-])Nc1cc(S(=O)(=O)N2CCOCC2)ccc1N1CCCC1	?	nt
CC(=O)c1ccccc1NCC(=O)Nc1ccc(C)cc1	9.1%	13.6
CCOc1ccccc1N1CC(C(=O)Nc2cc(Cl)ccc2C)CC1=O (stereo not given)	i	0.4
CCCCCCOc1ccc(/C(C)=N/NC2=NCCN2)cc1[N+](=O)[O-]	?	nt

(continued)
SMILES	S3 lipid droplet	S3 lipid droplet cell count max
COCCCNC(=S)N/N=C/c1ccc2c(c1)OCO2	?	nt
N#Cc1c(NC(=O)c2cnn3cccnc23)sc2c1CCCC2	?	nt
Cc1cc(C)cc(OCC(=O)OCC(=O)Nc2cc(S(=O)(=O)N3CCOCC3)ccc2C)c1	?	nt
Cn1c(=O)c2c(nc(NCCCN3CCOCC3)n2Cc2ccc(Cl)cc2Cl)n(C)c1=O	1.5%	6.2
NC(=O)CSc1nc(O)cc(=O)n1-c1ccccc1	?	nt
O=C(Nc1nc(-c2ccccc2)ns1)c1ccncc1	17.1%	nt
Cc1ccc2nc3ccc(N4CCCC4)nn3c(=O)c2c1	-4.4%	-3.2
COc1ccc(C(=O)COC(=O)c2nn(C)cc2Cl)cc1	?	nt
Cc1ccc(Nc2nc(N)c([N+](=O)[O-])c(N3CCOCC3)n2)cc1C	?	nt
COc1ccc(C)cc1NC(=O)Cc1c(C(=O)O)n(C)c2ccccc12	-2.3%	-0.1

An excerpt (hit frequency here may not be typical).
